Scp1 inh: inhibitors of human Scp-1 phosphatase; Recombinant Scp1, phosphopeptide, malachite green phosphate absorbance; inhibition, % at 20 µM; hit rate 0.88% among 340,000; AID 493091;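 active = inhibition above about 50% at 20 µM, limit read from the data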;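 note: plate controls were DMSO wells with enzyme for no effect and wells lacking enzyme for full effect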
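Material: truncated SCP-1 phosphatase (76-261aa) / Buffer or medium: 50 mM Tris acetate pH 5.5, 0.005% Tween-20, 10 mM MgCl2 / Compound dosing: one concentration, 20 µM, with 1.0% DMSO / Incubation: 45 min room-temperature reaction, 5 min colour, 30 min stabiliser / Detection: colorimetric free-phosphate detection, absorbance 630 nm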
LMPTP block: LMPTP (human) inhibition; recombinant LMPTP-A, OMFP fluorogenic substrate, fluorescence intensity; inhibition, % at 20 µM; P24666; hit rate 0.22% among 360,000;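 active = compounds that cut the enzyme signal by at least half of the control window in the single-dose screen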;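 note: plate controls were DMSO wells with enzyme plus substrate for no effect and substrate without enzyme for full effect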
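Buffer or medium: Bis-Tris pH 6.0, DTT, detergent; Assay system: LMPTP-A enzyme; Quantity: 0.625 nM enzyme; Detection: endpoint fluorescence intensity; Times: 50 min dark incubation at room temperature; Controls: substrate-only low control, DMSO enzyme-plus-substrate high control; Doses: single 20 µM dose; Read-out: percent inhibition versus substrate-only and uninhibited controls; Reagent: 400 µM OMFP.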
NadD block: inhibitors of Staphylococcus aureus NadD; purified NadD enzyme, colorimetric absorbance read-out; inhibition, % at 20 µM; hit rate 0.78% among 360,000; AID 602399; in the data active = inhibition above about 26%; note: some compounds past the cut are filed as inactive
SUMO1-SIM PPI: alters human SUMO1 binding to SIM partners; SUMO1 binding to a labelled peptide, TR-FRET, 1 h; inhibition, % at 20 µM; hit rate 0.33% among 360,000; AID 602429; in the data active = inhibition above about 37%
Rin1-Abl PPI inh: blocks binding of human Rin1 to Abl | P00519+Q13671 | TR-FRET Rin1/Abl binding, biochemical | inhibition, % at 7.35 µM | hit rate 0.4% among 360,000 | AID 588664; in the data active = inhibition above about 5%, passing the limit was not always enough
Rpn11 block: blocks the human proteasome subunit Rpn11. hit rate 0.59% among 360,000. calls only at 20 µM. human 26S proteasome, Ub4-pepOG fluorescence polarization; 20S core pre-blocked with epoxomicin. O00487;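 active = inhibition at 20 µM, scaled to each plate's controls, above about 33%, limit read from the data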
DNMT1 block: DNMT1 (human) enzyme inhibition; P26358; DNMT1 molecular beacon, Hinp1I cleavage, fluorescence; inhibition (reported as % activation of signal), % at 10 µM; hit rate 0.83% among 360,000; in the data active = inhibition above about 50%
Neddyl block: cullin neddylation inhibition; calls only at 25 µM; hit rate 0.58% among 360,000; AID 651699; P61081+Q13564; TR-FRET cullin neddylation, biochemical; in the data active = inhibition above about 36%
CSN deneddyl inh: CSN deneddylation inhibition; Q92905; Purified CSN, SCF-Nedd8-OG deneddylation, fluorescence polarization; inhibition, % at 12.5 µM; hit rate 0.38% among 360,000; AID 651999;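 active = pattern-corrected inhibition above about 35%, with an unprinted fluorescence ratio check between 0.5 and 1.5, limit read from the data, passing the limit was not always enough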;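 note: 0% = enzyme with substrate and 100% = substrate without enzyme; some results filed as inactive read as strong as hits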
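Material: purified human Csn5 enzyme expressed in HEK293T cells / Medium: Tris buffer pH 7.5, NaCl, DTT, Tween-20, trehalose, ovalbumin / Compound dosing: 12.5 µM single point / Schedule: 90 min incubation of compound, enzyme and substrate at room temperature / Signal: fluorescence polarization of the substrate / Control set: no-enzyme wells high, enzyme-with-substrate wells low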
STEP block: STEP (human) phosphatase inhibition. recombinant STEP, OMFP fluorogenic substrate, fluorescence. P54829. hit rate 0.25% among 360,000. inhibition, % at 20 µM;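 active = inhibition at 20 µM, scaled per plate between control wells, above about 37%, limit read from the data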;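 note: 0% = DMSO with enzyme and substrate and 100% = substrate only without enzyme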
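Also added – OMFP at 25 µM · Test system – STEP tyrosine phosphatase · Technique – FITC-channel fluorescence of OMFP product · Schedule – 20 min at room temperature, dark · Evaluation – control-normalized % inhibition with plate pattern correction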
* = called active by the depositor; i = inactive; / = not tested or not shown; + = active, no number.

SMILES	Scp1 inh	LMPTP block	NadD block	SUMO1-SIM PPI	Rin1-Abl PPI inh	Rpn11 block	DNMT1 block	Neddyl block	CSN deneddyl inh	STEP block
CN1CCC(N(C)S(=O)(=O)c2ccc(NC(=O)COc3ccc(F)cc3)cc2)CC1	13	-1.4	8	-6	1	i	-4	i	-4	-1
COc1cc(NC(=O)c2ccccc2)c(OC)cc1NC(=O)CSc1[nH]c(=O)cc(C)c1C#N	2	1.5	-7	21	1	i	-17	i	6	9
CC(C)CNC(=O)c1cc2nc3c(c(C(F)(F)F)n2n1)CCc1ccccc1-3	0	0.1	-3	4	-1	i	6	i	2	3
O=[N+]([O-])c1ccc([C@H](O)[C@H](CO)N=Cc2ccccc2O)cc1	12	-1.1	-1	-14	-4	i	-1	i	1	-1
Cc1ccccc1Cn1c(=O)n(CCCC(=O)NCc2ccco2)c(=O)c2ccccc21	-14	-2.5	-8	2	4	i	0	i	0	5
N#C/C(=C/c1ccc(C(=O)O)cc1)C(=O)NCc1ccccc1	-15	-0.4	-3	-9	4	i	-3	i	-1	0
CCOc1ccc(C(=O)Nc2ccc(C(F)(F)F)n(C)c2=O)cc1	3	1.2	3	11	-1	i	15	i	7	-1
COc1ccc2oc(C(=O)N(Cc3ccco3)Cc3cccs3)c(C)c2c1	-11	5.0	6	13	-1	i	-4	i	-1	-2
COc1ccc(-c2cc(C(=O)Nc3ccc(S(=O)(=O)Nc4onc(C)c4C)cc3)c3ccccc3n2)cc1OC	3	-0.4	19	-4	0	i	-6	i	5	-2
O=C1Cn2c(nc3ccccc32)-c2ccccc2N1	-1	-1.9	0	-2	1	i	-3	i	4	1
CN1CCN(c2ccccc2NC(=O)c2ccccc2F)CC1	-4	-0.3	-7	4	0	i	0	i	9	1
Cc1ccc(Cc2c(-c3cccc(Cl)c3)nc3cc(C)c(Br)c(C)n23)cc1	/	2.3	12	0	0	i	19	i	5	-4
CCCNC(=S)N1CCC(C(=O)c2ccc(OC)cc2)CC1	1	-0.4	0	-6	4	i	0	i	5	1
CCC(CC)c1nnc(NC(=O)c2cc(C(=O)OC)cc([N+](=O)[O-])c2)s1	-9	1.5	4	-17	-1	i	7	i	0	97*
CCCc1cc(=O)oc2cc(C)cc(OCC(=O)Nc3ccc(S(N)(=O)=O)cc3)c12	0	6.6	7	-11	2	i	2	i	2	-2
CCN(C(=O)Cc1ccc(Br)cc1)C1CCCCC1	-13	-0.4	-6	-1	3	i	1	i	-1	-2
COc1ccc(N(C)S(=O)(=O)c2cccc(C(=O)Nc3ccc(-n4cnnn4)cc3)c2)cc1	-8	1.6	-1	-1	-4	i	-4	i	-4	-2
CC(=O)Nc1ccc(S(=O)(=O)N2CCC(c3nc4c(nnn4Cc4ccccc4Cl)c(=O)[nH]3)CC2)cc1	-4	0.2	9	15	3	i	-1	i	0	0
N#C/C(=C\c1ccccc1)C(=O)NC1CC1	-1	0.9	-4	-6	2	i	0	i	3	-2
COc1ccccc1NC(=O)C(C)N(C)CC(=O)Nc1cccc2ccccc12 (stereo not drawn)	-3	0.3	4	-2	0	i	-2	i	-1	1
CCOc1ccc(N(CC(=O)NC(C(C)C)C(C)C)S(=O)(=O)c2ccc(OC)c(OC)c2)cc1	-6	0.0	-7	3	3	i	3	i	-5	0
CCCCOc1ccc(N2C(=O)CC(NCCc3ccc(S(N)(=O)=O)cc3)C2=O)cc1 (stereo not drawn)	-4	-1.3	-2	-4	-1	i	1	i	-1	-1
COCn1c(=O)c2c(nc(SC3=NCCS3)n2Cc2ccccc2C)n(COC)c1=O	-1	2.2	4	-2	-1	i	-6	i	1	2
CCc1c(C)nc(SCc2cccnc2)[nH]c1=O	-5	-1.3	-5	-1	0	i	2	i	2	0
O=C(O)CSc1c(-c2cccs2)[nH]c2ccccc12	-3	0.7	-1	-1	0	i	-5	i	3	-2
Cc1cnc(C(=O)Nc2ccc(C(C)C)cc2)cn1	2	-1.8	-7	3	-1	i	1	i	-5	-2
O=C(O)CN(Cc1ccccc1)S(=O)(=O)c1ccc(F)cc1	-2	-0.8	4	1	-2	i	0	i	-6	0
O=C(NCc1nnnn1-c1ccc(F)c(F)c1)c1cc2ccccc2o1	-6	0.4	-5	3	0	i	1	i	-3	-1
O=C(N/N=C/C1C(c2ccccc2)C1(Cl)Cl)c1cccc(Br)c1 (stereo not drawn)	0	1.5	10	1	1	i	3	i	6	3
CCCc1cc(=O)oc2cc(OCC(=O)NCCCn3ccnc3)ccc12	-2	-0.6	0	-3	-2	i	0	i	-5	2
CC(=O)OCCN(Cc1ccccc1)Cc1ccc2c(c1)OCO2	1	0.2	-11	-4	-7	i	-2	i	-9	0
COc1ccc(/C=C/C(=O)Nc2sc(Cc3ccccc3)c(C)c2C(N)=O)cc1	-11	0.0	5	-1	1	i	15	i	-2	-2
Cc1ccccc1-c1coc2cc(O)ccc2c1=O	-9	-0.9	2	1	0	i	-5	/	-2	-7
O=C1C2CCCN2C(=O)N1CCCN1CCN(c2cccc(Br)c2)CC1 (stereo not drawn)	-4	0.3	2	0	3	i	0	i	0	-5
CCOC(=O)c1nn(-c2c(C)n(C)n(-c3ccccc3)c2=O)cc1O	-4	-4.0	-1	-2	0	i	2	i	3	-2
COc1cccc2cc(/C(C)=N/NC(=O)c3ccco3)oc12	-1	0.3	1	-20	-5	i	-6	i	10	2
CC(C)n1cc(/C=C2/SC(=O)N(CC(=O)N3CCCC3)C2=O)c2ccccc21	-8	-0.2	6	-6	-1	i	3	i	0	2
Cc1ccc(/C=N/N=C2\SCC(=O)N2CC2CC2)cc1	-9	3.0	-7	-6	2	i	-1	i	6	-1
CC1CCCN(S(=O)(=O)c2ccc(S(=O)(=O)N3CCCC3)cc2)C1 (stereo not drawn)	-5	-2.0	-4	1	2	i	3	i	3	5
CCCNC(=O)C1(C)CCCN(C(=O)c2cccnc2Oc2ccccc2)C1 (stereo not drawn)	/	-0.8	0	0	-1	i	-1	i	0	2

By substructure: the entries above with a nitro group on carbon.
SMILES	Scp1 inh	LMPTP block	NadD block	SUMO1-SIM PPI	Rin1-Abl PPI inh	Rpn11 block	DNMT1 block	Neddyl block	CSN deneddyl inh	STEP block
O=[N+]([O-])c1ccc([C@H](O)[C@H](CO)N=Cc2ccccc2O)cc1	12	-1.1	-1	-14	-4	i	-1	i	1	-1
CCC(CC)c1nnc(NC(=O)c2cc(C(=O)OC)cc([N+](=O)[O-])c2)s1	-9	1.5	4	-17	-1	i	7	i	0	97*

One compound at a time, from the list above.
CCCCOc1ccc(N2C(=O)CC(NCCc3ccc(S(N)(=O)=O)cc3)C2=O)cc1 (stereo not drawn) is entered as Scp1 inh = -4; LMPTP block = -1.3; NadD block = -2; SUMO1-SIM PPI = -4; Rin1-Abl PPI inh = -1; Rpn11 block = i; DNMT1 block = 1; Neddyl block = i; CSN deneddyl inh = -1; STEP block = -1
CC(=O)OCCN(Cc1ccccc1)Cc1ccc2c(c1)OCO2 is entered as Scp1 inh = 1; LMPTP block = 0.2; NadD block = -11; SUMO1-SIM PPI = -4; Rin1-Abl PPI inh = -7; Rpn11 block = i; DNMT1 block = -2; Neddyl block = i; CSN deneddyl inh = -9; STEP block = 0
COCn1c(=O)c2c(nc(SC3=NCCS3)n2Cc2ccccc2C)n(COC)c1=O is entered as Scp1 inh = -1; LMPTP block = 2.2; NadD block = 4; SUMO1-SIM PPI = -2; Rin1-Abl PPI inh = -1; Rpn11 block = i; DNMT1 block = -6; Neddyl block = i; CSN deneddyl inh = 1; STEP block = 2

Next results follow.
SMILES	Scp1 inh	LMPTP block	NadD block	SUMO1-SIM PPI	Rin1-Abl PPI inh	Rpn11 block	DNMT1 block	Neddyl block	CSN deneddyl inh	STEP block
CCOc1ccccc1Oc1cn[nH]c1-c1ccc(OC)cc1O	-6	3.3	-6	2	4	i	-6	i	0	-1
O=C(OCc1ccc([N+](=O)[O-])cc1)c1cc2ccccc2oc1=O	-2	-0.3	-1	-6	-1	i	5	i	-3	0
COC(=O)[C@]1(C)N[C@H](CN(C)S(=O)(=O)c2ccc(-c3ccccc3)cc2)[C@@H]2C(=O)N(Cc3ccccc3)C(=O)[C@@H]21	-8	2.1	-3	4	-3	i	-12	i	4	-2
Cn1c(N)c(N=O)c(=O)n(C)c1=O	2	-1.6	-7	-27	-9	i	-1	i	0	-1
CCc1ccc(NC(=O)COn2nnc3ccc(S(=O)(=O)N(C)C)cc32)cc1	-5	-0.1	-7	-3	0	i	3	i	3	-1
CCC(=O)Nc1cccc(-c2cn3cccc(C)c3n2)c1	5	2.0	1	2	-1	i	-1	i	-7	-1
Cc1nn(CCN)c(C)c1Cl	-3	-1.7	-1	2	1	i	-1	i	-2	2
CCOc1ccc(S(=O)(=O)N2CCN(S(=O)(=O)c3ccc(OCC)cc3)C(C)C2)cc1 (stereo not drawn)	-20	0.3	-9	1	-1	i	-2	i	-3	-3
N#Cc1cnn(-c2ccc(F)cc2)c1N	2	-0.4	-4	16	0	i	-1	i	0	-1
COC(=O)c1ccc(CNC(=O)Cn2nnnc2CN(C)C(C)C)cc1	-2	-2.2	-7	0	-2	i	2	i	1	-1
CCCCn1nc(C(=O)NCc2ccccc2CN2CCCC2)c2ccccc2c1=O	-5	1.0	-3	-1	-2	i	1	i	0	0
Cc1cccc(NC(=O)c2ccc(NS(=O)(=O)c3cccc4cccnc34)cc2)c1	-2	2.8	5	3	-1	i	-8	i	2	1
O=C(NCC1CC1)c1ccc(Oc2cc(Cl)cc(Cl)c2)o1	-5	0.4	-7	5	-2	i	-3	i	-2	2
OCCC1CN(Cc2ccc3c(c2)CCO3)CCN1Cc1ccc(F)cc1 (stereo not drawn)	3	1.8	-4	1	3	i	0	i	-2	-2
O=C(NCCCN1CCCCCC1)c1ccc(CS(=O)(=O)Cc2ccccc2F)o1	-38	34	20	19	0	+	-31	i	97*	0
Cc1ccccc1Cn1ccc(NC(=O)c2nc3ncccn3n2)n1	-5	0.8	10	-1	0	i	0	i	4	-2
CS(=O)(=O)N1CCC(C(=O)NCCc2ccccc2)CC1	-9	-1.2	-5	0	2	i	4	i	4	0
COc1ccc(C(Cl)=C(c2ccc(OC)cc2)c2ccc(OC)cc2)cc1	-11	2.2	2	4	-6	i	1	i	-3	4
Cc1ccc(S(=O)(=O)N2CCCCC2)cc1NC(=O)CNc1ccc(C(F)(F)F)cc1	-5	1.1	5	-1	0	i	-4	i	-4	-3
Cc1cccc(N(C(=O)c2csnn2)C(C(=O)NC2CCCCC2)c2ccccn2)c1C (stereo not drawn)	-3	0.5	-4	-7	0	i	2	i	2	-2
CCOc1ccc(Br)cc1C(=O)N/N=C/c1ccc([N+](=O)[O-])cc1	81*	38	4	-7	0	i	16	i	6	21
CCCCc1c(C)nc2ccc(OC)cc2c1SCCC(=O)O	17	1.5	1	7	-2	i	66*	i	3	0
CCC(=O)Nc1ccc(S(=O)(=O)NCc2ccco2)cc1	-7	-0.3	2	5	0	i	6	i	-1	-2
Cc1ccc(S(=O)(=O)N2CCCC2CNC(=O)C(=O)NCc2ccccn2)cc1 (stereo not drawn)	-1	-1.2	0	-2	-2	i	3	i	0	-4
